# hIAP activ = increases human intestinal alkaline phosphatase activity. AID 2524. activation factor at 10 µM. 330,000 compounds, 0.16% hits. purified human IAP, CDP-Star luminescence, 30 min; stronger effect = higher value; 1 = vehicle-only enzyme, 0 = enzyme-free background;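 active = activation factor of the enzyme at least 2-fold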; also: the source names both 10 and 20 µM as test concentration; values of inactives mirror those of a sister screen read the other way
# Target sequence (P09923 whole entry, looked up): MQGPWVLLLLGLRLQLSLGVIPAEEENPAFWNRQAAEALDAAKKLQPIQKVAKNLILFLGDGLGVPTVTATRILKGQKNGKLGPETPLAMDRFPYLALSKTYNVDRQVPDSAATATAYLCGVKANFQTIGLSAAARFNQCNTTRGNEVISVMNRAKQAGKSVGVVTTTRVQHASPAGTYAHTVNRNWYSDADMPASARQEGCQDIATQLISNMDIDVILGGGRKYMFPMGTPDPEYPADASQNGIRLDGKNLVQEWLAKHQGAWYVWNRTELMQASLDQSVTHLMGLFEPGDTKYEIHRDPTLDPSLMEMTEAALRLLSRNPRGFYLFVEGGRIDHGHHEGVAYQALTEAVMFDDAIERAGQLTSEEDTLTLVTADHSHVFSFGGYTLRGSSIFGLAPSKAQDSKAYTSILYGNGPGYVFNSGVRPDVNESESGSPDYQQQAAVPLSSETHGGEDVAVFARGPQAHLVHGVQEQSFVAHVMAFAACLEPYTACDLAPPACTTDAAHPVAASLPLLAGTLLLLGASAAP
# SENP8 inh = SENP8 (human) protease inhibition | recombinant SENP8, Nedd8 substrate fluorescence | inhibition, % at 20 µM | 360,000 compounds, 0.64% hits | AID 602440; in the data active = inhibition mostly above about 40%, no sharp cut-off; inactive = mostly below about 27%
# Target sequence (Q96LD8 whole entry, looked up): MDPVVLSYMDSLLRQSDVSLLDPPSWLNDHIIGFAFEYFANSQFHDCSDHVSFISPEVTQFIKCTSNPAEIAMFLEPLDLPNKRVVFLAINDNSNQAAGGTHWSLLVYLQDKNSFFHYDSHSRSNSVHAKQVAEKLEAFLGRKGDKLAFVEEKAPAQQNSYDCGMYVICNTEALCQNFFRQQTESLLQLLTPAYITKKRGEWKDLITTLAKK
# ATG4B inh = inhibitors of human ATG4B cysteine protease | Q9Y4P1 | inhibition, % at 8.33 µM | 340,000 compounds, 0.51% hits | ATG4B cleavage of LC3-PLA2, NBD-HPC fluorescence, 1 h; in the data active = inhibition above about 40%
# SENP1 FRET inh = inhibitors of human SENP1 SUMO protease catalytic domain | recombinant SENP1 catalytic domain, CyPet-SUMO1-YPet FRET cleavage | 360,000 compounds, 0.21% hits | AID 624204 | inhibition, % at 10 µM | Q9P0U3;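 active = inhibition at least 30% at 10 µM, raw YFP signal under a set limit, fluorescence ratio 0.5 to 1.5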;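 also: 0% = enzyme with DMSO and 100% = no enzyme wells; some results filed as inactive read as strong as hits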
# Target sequence (Q9P0U3 419-644 limits assumed): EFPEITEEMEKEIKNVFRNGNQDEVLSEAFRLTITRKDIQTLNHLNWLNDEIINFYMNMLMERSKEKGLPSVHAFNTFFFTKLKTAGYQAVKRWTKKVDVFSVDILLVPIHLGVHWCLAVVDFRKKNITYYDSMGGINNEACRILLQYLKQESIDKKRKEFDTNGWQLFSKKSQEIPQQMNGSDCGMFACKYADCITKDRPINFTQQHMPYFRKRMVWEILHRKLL
#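 Test system: recombinant human SENP1 catalytic domain, His6-tagged / Medium: pH 8 Tris buffer with EDTA, NaCl, BME, BSA, NP40, catalase / Also added: SUMO1 FRET substrate flanked by Cypet and Ypet, 25 nM / Times: 50 min reaction at room temperature / Signal: FRET, CFP and YFP emission / Control set: no-enzyme low control and enzyme-plus-DMSO high control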
# SENP6 block = SENP6 protease inhibition. Q9GZR1. Recombinant SENP6 catalytic domain, aminoluciferin luminescence. inhibition, % at 10 µM. 330,000 compounds, 1.8% hits;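 active = inhibition above about 50% at the single tested dose, limit read from the data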;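 also: plate controls were DMSO wells with enzyme for no effect and DMSO wells lacking enzyme for full effect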
# NR3A LBD binder = NR3A (human) ligand-binding domain modulation; NR3A LBD differential scanning fluorimetry, Tm shift; 0% = protein alone, 100% = glycine-bound protein; Tm shift relative to glycine control, % at 25 µM; 340,000 compounds, 2.5% hits; AID 1259313;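 active = melting temperature shift of at least 10% of the positive control shift, at one fixed dose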
# MPTP inh = permeability transition pore inhibition; isolated mouse mitochondria, Ca2+ swelling absorbance, 30 min; inhibition, % at 10 µM; 360,000 compounds, 1.4% hits; AID 602449;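 active = inhibition of 50% or more, scaled per plate between neutral and stimulator controls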;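 also: 0% = DMSO wells given calcium and 100% = 1 mM EGTA wells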
# PfG6PD inh = PfG6PD (Plasmodium falciparum) enzyme inhibition; inhibition, % at 20 µM; PfGluPho enzyme, NADPH resazurin-diaphorase fluorescence; 350,000 compounds, 0.78% hits;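 active = inhibition reaching at least a set limit at 20 µM in the primary screen, cut at about 59% in these data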;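 also: 0% = DMSO wells with substrate and 100% = DMSO wells lacking glucose-6-phosphate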
# * marks the source's active call; other numbers are inactive results; x = no result given.
1. Cc1csc(SCC(=O)NC2CCS(=O)(=O)C2)n1 (stereo not drawn)
2. COc1cc2c(cc1OC)C(c1cc(OC)c(OC)c(OC)c1)C1(O)C(=O)OCC1(O)C2 (stereo not drawn)
3. CC(=O)N1CCN(c2ccc(NC(=O)c3ccc(Cl)cc3)cc2)CC1
4. Cc1ccccc1NC(=O)NC1(C(=O)N2CCC(C(N)=O)CC2)CCCCC1
5. O=C(CSc1nc(C2CC2)n(-c2ccccc2)n1)NCc1ccco1
6. Cc1ccc(-c2noc(CSc3nnnn3-c3ccccc3)n2)cc1
7. CCn1cc(S(=O)(=O)NC2CCCCC2)cn1
8. O=C(COC(=O)COc1ccccc1)NC12CC3CC(CC(C3)C1)C2

assay / entry	1	2	3	4	5	6	7	8
hIAP activ	1.1	x	1	1.1	1	1.1	1.2	0.99
SENP8 inh	15	16	12	-4	10	10	6	10
ATG4B inh	2	-4	4	-2	-6	-7	-5	0
SENP1 FRET inh	3	2	0	-2	1	2	-1	6
SENP6 block	-6	x	7	9	-3	-10	7	16
NR3A LBD binder	0	1	-2	1	-1	-3	1	0
MPTP inh	-0.4	0.5	-1.1	1.8	1.4	2.0	-0.6	-0.7
PfG6PD inh	-11	14	0	12	5	20	3	16

9. CCN(Cc1ccncc1)C(=O)c1cccc(S(=O)(=O)N2CCOCC2)c1
10. O=C(CSc1nnc(-c2cccnc2)n1-c1ccccc1)NCc1ccc2c(c1)OCO2
11. CCNC(=S)N(CCc1c(C)[nH]c2ccc(Cl)cc12)Cc1ccco1
12. COc1ccc(N2C(=O)CCC2(C(N)=O)c2ccccc2)cc1 (stereo not drawn)
13. CCCCNC(=S)N(Cc1ccco1)Cc1cc2cc3c(cc2[nH]c1=O)OCCO3
14. COc1cc(OC)cc(-c2c(-c3cccs3)c3cc(-c4ccc(OCc5ccccc5)cc4)ccc3n2C)c1
15. CCc1ccccc1S(=O)(=O)Cc1ccc(C(=O)N2CCN(c3ccccc3OC)CC2)o1
16. Cn1c(SCC(=O)NC2CCCCC2)nnc1-c1ccccc1O

assay / entry	9	10	11	12	13	14	15	16
hIAP activ	0.91	1.1	1	0.98	0.86	1	0.88	0.96
SENP8 inh	11	-35	10	3	-89	-497	5	2
ATG4B inh	-1	-3	-4	x	-6	1	-10	6
SENP1 FRET inh	2	0	-2	0	2	-10	-2	0
SENP6 block	-8	-15	-11	-16	-1	-20	-8	2
NR3A LBD binder	0	1	9	x	0	-2	1	0
MPTP inh	-4.9	0.1	2.5	-3.4	0.0	0.9	-3.2	0.1
PfG6PD inh	-1	-5	10	x	8	1	-16	12

17. COC(=O)c1c(NC(=O)C(C)(C)C)sc2c1C(C(=O)OC)CC2 (stereo not drawn)
18. O=C(CCN1CCN(Cc2ccccc2)CC1)NNC(=O)Nc1cccc([N+](=O)[O-])c1
19. COc1ccc(/C=C(/NC(=O)c2ccccc2)C(=O)N/N=C/c2cccs2)cc1OC
20. COc1ccc(C2C(C(=O)c3ccco3)=C(O)C(=O)N2CCCn2ccnc2)c(OC)c1 (stereo not drawn)
21. O=C(O)CN(c1ccccn1)S(=O)(=O)c1ccccc1
22. CCCCCCNC(=O)CC(NS(=O)(=O)c1ccc(NC(C)=O)cc1)C(C)C (stereo not drawn)
23. O=C(N/N=C/c1coc2ccc(Cl)cc2c1=O)c1ccc(O)cc1
24. COCc1ccc(-c2ccc3c(c2)c(C#Cc2ccsc2)c(-c2cc(OC)cc(OC)c2)n3C)cc1

assay / entry	17	18	19	20	21	22	23	24
hIAP activ	0.82	1.2	0.68	1	1.1	1.1	1.2	1
SENP8 inh	-43	17	-96	1	-252	20	-15	-472
ATG4B inh	1	7	-10	-2	1	15	14	-4
SENP1 FRET inh	-1	2	-52	-5	1	0	0	-1
SENP6 block	-2	-13	-7	34	-4	8	-8	4
NR3A LBD binder	2	1	-3	1	0	-6	4	-1
MPTP inh	-0.7	-1.8	-1.0	-1.2	0.7	0.9	0.7	0.3
PfG6PD inh	8	-11	9	12	-14	-22	-10	1

# Full records, quoted from the list. Values in the order: hIAP activ, SENP8 inh, ATG4B inh, SENP1 FRET inh, SENP6 block, NR3A LBD binder, MPTP inh, PfG6PD inh
# Listed for COCc1ccc(-c2ccc3c(c2)c(C#Cc2ccsc2)c(-c2cc(OC)cc(OC)c2)n3C)cc1 : 1, -472, -4, -1, 4, -1, 0.3, 1
# Listed for O=C(CCN1CCN(Cc2ccccc2)CC1)NNC(=O)Nc1cccc([N+](=O)[O-])c1 : 1.2, 17, 7, 2, -13, 1, -1.8, -11

# (next part)
25. CCCC1NC(=S)N(C2CCCCC2)C1=O (stereo not drawn)
26. CCCc1cc(Nc2ccccc2C)n2ncnc2n1
27. C=CCNC(=O)C1CC2Cn3c(nc4ccccc43)C2N1C (stereo not drawn)
28. Cc1ccc(NC(=O)N2CCN(S(=O)(=O)c3ccccc3)CC2)cc1
29. CC(OC(=O)CCNS(=O)(=O)c1ccccc1)C(=O)Nc1ccc(S(=O)(=O)N2CCCCC2)cc1 (stereo not drawn)
30. Cc1cnc(C(=O)N2CCN(S(=O)(=O)c3ccc4ccccc4c3)CC2)cn1
31. CC1CCc2c(nc3nc[nH]n3c2=O)C1 (stereo not drawn)
32. COc1ccc(COC(=O)C2=C(C)NC(=O)NC2c2cc(Br)c(O)c(OC)c2)cc1 (stereo not drawn)

assay / entry	25	26	27	28	29	30	31	32
hIAP activ	0.9	1.2	1.1	1.2	x	0.73	0.98	0.94
SENP8 inh	22	12	-16	-6	7	-1	26	10
ATG4B inh	8	0	1	0	-22	4	-2	-6
SENP1 FRET inh	-1	-2	0	1	1	-1	-2	3
SENP6 block	5	6	0	5	x	-3	-7	-6
NR3A LBD binder	1	-1	-6	-2	-7	1	3	0
MPTP inh	1.5	1.2	0.0	-0.6	-0.1	2.7	-1.3	3.5
PfG6PD inh	-24	4	-4	-9	11	4	-4	8

33. Nc1ccc(Nc2ccccc2)cc1
34. O=C(CNC(=O)c1cccs1)OCC(=O)c1cccs1
35. O=C(Nc1ccc(Cl)cc1)Nc1ccc(C(=O)N2CCOCC2)cc1
36. CCC1Nc2ncnc(N3CCOCC3)c2N(Cc2ccc(C)cc2)C1=O (stereo not drawn)
37. CCc1cc2c(N3CCN(C(=O)c4ccco4)CC3)ncnc2s1
38. CC(C)(CNS(=O)(=O)c1ccc2c(c1)OCCO2)N1CCOCC1
39. COc1cc(C(=S)N2CCOCC2)cc(OC)c1OC(=O)Cc1ccc(F)cc1
40. Brc1cc2c(cc1Cn1c(-c3cncs3)nc3ccccc31)OCO2

assay / entry	33	34	35	36	37	38	39	40
hIAP activ	0.81	0.7	1.1	x	1	1	1.1	0.98
SENP8 inh	21	8	20	-26	-13	5	3	9
ATG4B inh	1	-12	2	-2	-5	-8	-10	4
SENP1 FRET inh	8	4	1	0	1	2	2	-1
SENP6 block	13	2	-8	x	-6	1	0	-4
NR3A LBD binder	-10	1	2	3	-2	1	3	4
MPTP inh	0.1	-0.5	9.2	-0.3	-3.5	-1.6	1.3	2.0
PfG6PD inh	42	-14	-3	-3	8	0	45	10

41. C#CCOc1ccc(C2C(C#N)=C(N)Oc3cc(O)ccc32)cc1 (stereo not drawn)
42. O=C1c2ccccc2C(=O)C1c1ccc(O)cc1
43. O=C(c1cccc(Oc2ccc([N+](=O)[O-])cc2Cl)c1)N1CCCCC1
44. O=C(Cc1ccccc1)NCc1ccccn1
45. CN(C(=O)c1ccoc1)c1ccc2ccccc2c1
46. O=C1Nc2ccccc2N=C(c2ccccc2)C1N1CCOCC1 (stereo not drawn)
47. CCCCCCCc1nc2sc3c(c2c(=O)n1N)CC(C)(C)OC3
48. CCC1(c2ccccc2)NC(=O)N(CC(=O)N(C)CC(=O)Nc2c(C)cccc2C)C1=O (stereo not drawn)

assay / entry	41	42	43	44	45	46	47	48
hIAP activ	1.4	1.3	0.88	0.97	1	1.1	0.99	0.8
SENP8 inh	-244	-363	6	17	2	-1	30	10
ATG4B inh	-9	-13	-16	7	-3	-3	4	0
SENP1 FRET inh	-22	-35	1	1	-1	3	1	2
SENP6 block	-2	46	11	3	-9	2	-12	10
NR3A LBD binder	-8	3	2	7	1	-1	-3	0
MPTP inh	0.9	4.4	1.9	0.2	1.0	1.1	4.0	0.4
PfG6PD inh	-35	2	3	-18	2	-15	-13	6

49. Cc1ccccc1N1CC(C(=O)Nc2nnc(SCc3ccccn3)s2)CC1=O (stereo not drawn)
50. COCCCn1cnc2c(c1=O)c1nc3ccccc3nc1n2-c1ccccc1
51. COc1ccc(NC(=O)c2cccnc2N2CCCCC2)cc1
52. CC(C)c1nnc(NC(=O)CCS(=O)(=O)c2ccccc2)s1
53. CCN(C(=O)CSc1nnc(NC2CCCCC2)s1)C1CCS(=O)(=O)C1 (stereo not drawn)
54. CCOC(=O)C(NS(=O)(=O)c1ccccc1)(C(F)(F)F)P(=O)(OC(C)C)OC(C)C (stereo not drawn)
55. Cc1ccc(C2=NS(=O)(=O)N(C)C(C(=O)Nc3ccc(F)cc3F)=C2)cc1
56. CN(C)S(=O)(=O)c1ccc(N2CCCC2)c(C(=O)Nc2ccccc2N2CCOCC2)c1

assay / entry	49	50	51	52	53	54	55	56
hIAP activ	0.95	1.1	1	0.93	1.1	1.1	0.89	x
SENP8 inh	-4	-482	-3	10	17	8	-12	-23
ATG4B inh	4	1	2	2	5	-4	2	-11
SENP1 FRET inh	0	-36	-1	1	2	1	2	-3
SENP6 block	-4	-7	-36	-2	-8	-21	-8	x
NR3A LBD binder	-2	0	0	0	0	2	-7	-1
MPTP inh	-0.7	-1.2	-2.1	-2.7	-2.0	-0.6	2.3	1.3
PfG6PD inh	19	-14	-7	-4	0	-27	24	-12

# Continued; it opens with the four that closed the last part.
53. CCN(C(=O)CSc1nnc(NC2CCCCC2)s1)C1CCS(=O)(=O)C1 (stereo not drawn)
54. CCOC(=O)C(NS(=O)(=O)c1ccccc1)(C(F)(F)F)P(=O)(OC(C)C)OC(C)C (stereo not drawn)
55. Cc1ccc(C2=NS(=O)(=O)N(C)C(C(=O)Nc3ccc(F)cc3F)=C2)cc1
56. CN(C)S(=O)(=O)c1ccc(N2CCCC2)c(C(=O)Nc2ccccc2N2CCOCC2)c1
57. CC1=C/C(=N\S(=O)(=O)c2ccccc2)C(C(C)C)=CC1=O
58. Cc1ccc(CN2CCN(Cc3ccccc3-c3ccco3)CC2CCO)o1 (stereo not drawn)
59. O=C(c1ccc2snnc2c1)N1CCCCC1
60. COc1cc(/C=N/NC(=O)c2ccoc2C)cc(OC)c1OC
61. CC(=O)Nc1ccc(OCC(=O)NCc2ccc(C)cc2)cc1
62. O=C(NNC(=O)c1ccc2c(c1)OCO2)NC12CC3CC(CC(C3)C1)C2
63. CCCCN(C)CCC(=O)Nc1ccc(F)c(F)c1
64. CC(C)NC(=O)NC(=O)COC(=O)CCOc1ccccc1
65. Cc1ccc(S(=O)(=O)NCC2CCC(C(=O)NCCCN3CCC(C)CC3)CC2)cc1 (stereo not drawn)
66. O=C(NCCCN1CCOCC1)C(=O)c1c[nH]c2ccccc12
67. O=C(Nc1ccccc1)P(=O)(O)c1ccccc1

assay / entry	53	54	55	56	57	58	59	60	61	62	63	64	65	66	67
hIAP activ	1.1	1.1	0.89	x	0.86	1.1	0.95	0.95	0.9	0.81	0.98	0.9	x	0.95	x
SENP8 inh	17	8	-12	-23	-4	5	28	2	-4	10	10	8	7	8	2
ATG4B inh	5	-4	2	-11	66*	-27	2	-5	-5	-5	-5	-9	x	-10	-3
SENP1 FRET inh	2	1	2	-3	-18	-5	1	0	0	0	-2	5	0	1	1
SENP6 block	-8	-21	-8	x	-9	-2	9	-4	-15	7	1	-10	x	0	x
NR3A LBD binder	0	2	-7	-1	1	-1	0	0	0	-2	0	2	x	-3	1
MPTP inh	-2.0	-0.6	2.3	1.3	0.2	-0.1	-0.4	-0.6	0.8	1.2	0.6	1.2	2.4	-1.0	0.1
PfG6PD inh	0	-27	24	-12	11	9	1	-2	1	7	6	-8	3	-10	-4

# Compound activity as filed in PubChem BioAssay.
